# Bioassay records deposited in PubChem BioAssay by several laboratories.
# KKLEB tox – reduces viability of KKLEB cystic fibrosis airway cells; activity change (cytotoxicity), % at 5 µM; KKLEB CF airway cells viability, ATPlite luminescence, overnight; stronger effect = lower value; cells stimulated with P. aeruginosa culture filtrate; actives 0.36% (n = 360,000); AID 602141;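 active = corrected activity change at or below -50% at 5 µM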
# C8 TRAIL sens – sensitizes caspase-8 expressing cells to TRAIL; actives 1% (n = 360,000); AID 624354; NB7+C8 cells + TRAIL, ATPlite viability luminescence; inhibition (viability loss, TRAIL sensitization), % at 10 µM;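 active = compounds causing at least 50% loss of cell viability in the single-dose screen, relative to plate controls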
# TWEAK-Fn14 inh – inhibitors of TWEAK-Fn14 interaction signaling. inhibition, % at 10 µM. TWEAK-stimulated Fn14 reporter cells, luciferase luminescence, 8 h. actives 2% (n = 360,000); in the data active = inhibition above about 50%
# TROY signal inh – blocks TROY-dependent signaling in reporter cells | Q293 LMP1-TROYcd NF-kB luciferase reporter, 4 h | inhibition, % at 10 µM | actives 0.98% (n = 360,000);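 active = compounds whose plate-normalised and pattern-corrected inhibition of the luciferase reporter signal at the single screening dose is 50% or more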
# CF NFkB block – cystic fibrosis NF-kB activation inhibition | KKLEB NF-kB-GFP reporter, PAF-induced, GFP fluorescence overnight | actives 0.86% (n = 360,000) | inhibition, % at 5 µM;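 active = at least 50% inhibition at 5 µM, scaled per plate between neutral and stimulator controls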;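 also: PAF is a Pseudomonas aeruginosa culture filtrate used as stimulus; plate controls were PAF-stimulated DMSO wells for no effect and unstimulated DMSO wells for full effect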
# Shn3 inh set2 – Schnurri-3 reporter inhibition in Clone20 osteoblasts. Clone20 osteoblast Shn3 3'UTR firefly luciferase, 24 h. inhibition, % at 12.5 µM. actives 0.52% (n = 360,000). AID 588674;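 active = mean inhibition of at least 75% with every replicate also reaching 75%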;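 also: 0% = median of neutral control wells and 100% = pilot-screen positive control compound; some compounds past the cut are filed as inactive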
# EBV LMP1 NFkB – reduces LMP1-driven NF-kappaB luciferase signal; LMP1-induced NF-kappaB luciferase reporter cells, luminescence; inhibition, % at 12.5 µM; actives 0.69% (n = 350,000); in the data active = inhibition above about 41%;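 also: 0% = neutral control wells and 100% = reference inhibitor control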
# NCOA1 inh – inhibitors of human steroid receptor coactivator 1 (SRC1) | actives 0.12% (n = 360,000) | Q15788 | inhibition, % at 3.6 µM | AID 588354 | HEK293 GAL4-SRC1 luciferase reporter, luminescence;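 active = inhibition above the campaign mean plus 3 SD, with each screening campaign given its own cutoff, cut at about 60% in these data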;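 also: 0% = DMSO treated cells and 100% = gossypol at 36 µM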
# NR2F2 inh – inhibitors of human COUP-TFII (NR2F2); actives 0.7% (n = 370,000); HEK293T NGFI-A luciferase reporter, luminescence; P24468; inhibition, % at 8.6 µM;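 active = inhibition above a per-plate cutoff, mean inhibition of test wells between control levels plus 3 SD, cut at about 38% in these data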;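 also: cells cotransfected with COUP-TFII expression vector driving the NGFI-A reporter; 0% = median of COUP-TF2 test wells and 100% = reporter-only cells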
# NR5A2 inv ag – inverse agonists of human LRH-1 (NR5A2). O00482. HEK293T StAR-luciferase reporter, LRH-1 transfected, 24 h. inhibition, % at 3.6 µM. actives 0.13% (n = 360,000). AID 602396;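 active = inhibition above the mean inhibition of all tested compounds plus 3 SD, cut at about 73% in these data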;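 also: 0% = DMSO wells and 100% = reporter-only cells lacking LRH-1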
# NCOA3 inh – inhibits human SRC3 coactivator; AID 588352; inhibition, % at 3.6 µM; Q9Y6Q9; actives 0.17% (n = 360,000); HEK293 GAL4-SRC3 luciferase reporter, luminescence;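 active = inhibition above a per-campaign cutoff, the mean of all compounds plus 3 SD, cut at about 60% in these data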;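 also: 0% = DMSO-treated cells and 100% = gossypol-treated cells at 36 µM; higher means less SRC3-driven luciferase light from the GAL4 reporter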
# Target sequence (Q9Y6Q9 whole entry, looked up, the tested form may be a part): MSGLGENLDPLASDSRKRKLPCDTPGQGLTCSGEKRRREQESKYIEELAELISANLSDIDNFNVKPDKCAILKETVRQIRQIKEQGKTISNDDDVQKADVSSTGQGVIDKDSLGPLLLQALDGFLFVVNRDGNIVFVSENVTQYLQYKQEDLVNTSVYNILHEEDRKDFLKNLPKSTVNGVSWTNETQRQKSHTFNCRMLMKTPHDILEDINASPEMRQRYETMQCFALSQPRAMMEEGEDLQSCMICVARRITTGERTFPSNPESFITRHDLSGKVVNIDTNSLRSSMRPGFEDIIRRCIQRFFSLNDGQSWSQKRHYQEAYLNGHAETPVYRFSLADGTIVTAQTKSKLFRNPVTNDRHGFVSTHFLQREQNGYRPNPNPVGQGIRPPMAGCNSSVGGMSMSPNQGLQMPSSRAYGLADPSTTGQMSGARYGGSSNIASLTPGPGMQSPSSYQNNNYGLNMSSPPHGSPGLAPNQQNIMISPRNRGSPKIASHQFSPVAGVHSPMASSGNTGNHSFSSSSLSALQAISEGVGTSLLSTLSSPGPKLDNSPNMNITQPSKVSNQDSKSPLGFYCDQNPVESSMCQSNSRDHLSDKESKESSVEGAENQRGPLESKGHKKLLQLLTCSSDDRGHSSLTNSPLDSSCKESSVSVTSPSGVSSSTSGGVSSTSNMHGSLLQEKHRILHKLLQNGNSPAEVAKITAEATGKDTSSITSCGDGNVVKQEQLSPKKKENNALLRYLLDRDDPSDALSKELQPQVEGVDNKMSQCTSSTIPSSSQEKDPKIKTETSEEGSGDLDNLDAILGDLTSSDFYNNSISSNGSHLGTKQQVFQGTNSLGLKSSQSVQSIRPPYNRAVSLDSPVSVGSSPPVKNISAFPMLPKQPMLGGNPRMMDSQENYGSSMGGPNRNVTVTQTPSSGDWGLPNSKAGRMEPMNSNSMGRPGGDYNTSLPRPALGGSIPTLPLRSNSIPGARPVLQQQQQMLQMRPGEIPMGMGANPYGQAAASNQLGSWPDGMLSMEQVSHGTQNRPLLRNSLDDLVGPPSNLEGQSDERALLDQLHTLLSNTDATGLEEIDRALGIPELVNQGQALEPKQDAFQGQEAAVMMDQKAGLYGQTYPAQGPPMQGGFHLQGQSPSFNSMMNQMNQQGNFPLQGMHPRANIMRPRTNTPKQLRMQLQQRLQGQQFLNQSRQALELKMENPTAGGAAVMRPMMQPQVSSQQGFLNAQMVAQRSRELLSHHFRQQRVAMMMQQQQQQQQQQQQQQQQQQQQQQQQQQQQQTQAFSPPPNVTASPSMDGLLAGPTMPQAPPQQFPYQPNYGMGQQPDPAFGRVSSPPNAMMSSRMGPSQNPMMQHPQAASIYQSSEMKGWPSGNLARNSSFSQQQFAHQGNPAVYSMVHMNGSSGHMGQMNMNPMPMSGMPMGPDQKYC
# * = called active by the depositor; . = no result given.
smiles	KKLEB tox	C8 TRAIL sens	TWEAK-Fn14 inh	TROY signal inh	CF NFkB block	Shn3 inh set2	EBV LMP1 NFkB	NCOA1 inh	NR2F2 inh	NR5A2 inv ag	NCOA3 inh
O=C(CNCc1ccccc1)Nc1ccc(F)cc1	6	-13	-13	-4	3	-10	7	-23	-1	-31	-4
CCC(O)C1CCN(Cc2cn(Cc3ccccc3)nc2-c2cc3ccccc3o2)CC1 (stereo unspecified)	-6	-1	-41	-24	7	-8	-5	1	4	8	15
COc1ccc(NC(=O)COC(=O)c2ccc(Br)o2)cc1OC	-1	-7	-7	-23	7	6	-5	-5	4	-1	19
O=c1[nH]c2ccccc2c2nc3ccccn3c12	-20	28	-29	-46	-96	-29	-32	-37	-20	-31	-27
N#CCSc1nnc2ccc3ccccc3n12	14	12	45	18	-30	6	1	-7	-5	9	-9
O=[N+]([O-])c1ccccc1Oc1ccc(S(=O)(=O)N2CCOCC2)cc1	3	-2	-5	1	-2	16	-10	-29	11	-16	-11
CCCn1c(N)c(N(CCOC)C(=O)COC(=O)CSc2cc(C)c3ccccc3n2)c(=O)[nH]c1=O	-6	-3	4	-27	2	4	2	15	-8	3	5
CCN(CC(=O)Nc1c(F)cccc1F)C(=O)CCCc1nc2ccccc2c(=O)[nH]1	13	12	1	23	-12	6	-3	-2	-28	17	5
COc1ccc(CCC(=O)NCc2cn3ccsc3n2)cc1	6	12	8	12	10	-2	-10	11	18	-7	9
O=C(CSc1nnc(-c2cccnc2)n1CCc1ccccc1)N1CCCCC1	-2	-5	5	2	4	-12	-2	-19	6	-33	-18

# Seven entries out of the list, ordered by SMILES length, high to low.
smiles	KKLEB tox	C8 TRAIL sens	TWEAK-Fn14 inh	TROY signal inh	CF NFkB block	Shn3 inh set2	EBV LMP1 NFkB	NCOA1 inh	NR2F2 inh	NR5A2 inv ag	NCOA3 inh
CCCn1c(N)c(N(CCOC)C(=O)COC(=O)CSc2cc(C)c3ccccc3n2)c(=O)[nH]c1=O	-6	-3	4	-27	2	4	2	15	-8	3	5
CCN(CC(=O)Nc1c(F)cccc1F)C(=O)CCCc1nc2ccccc2c(=O)[nH]1	13	12	1	23	-12	6	-3	-2	-28	17	5
CCC(O)C1CCN(Cc2cn(Cc3ccccc3)nc2-c2cc3ccccc3o2)CC1 (stereo unspecified)	-6	-1	-41	-24	7	-8	-5	1	4	8	15
O=C(CSc1nnc(-c2cccnc2)n1CCc1ccccc1)N1CCCCC1	-2	-5	5	2	4	-12	-2	-19	6	-33	-18
COc1ccc(CCC(=O)NCc2cn3ccsc3n2)cc1	6	12	8	12	10	-2	-10	11	18	-7	9
O=c1[nH]c2ccccc2c2nc3ccccn3c12	-20	28	-29	-46	-96	-29	-32	-37	-20	-31	-27
O=C(CNCc1ccccc1)Nc1ccc(F)cc1	6	-13	-13	-4	3	-10	7	-23	-1	-31	-4

# Next section
smiles	KKLEB tox	C8 TRAIL sens	TWEAK-Fn14 inh	TROY signal inh	CF NFkB block	Shn3 inh set2	EBV LMP1 NFkB	NCOA1 inh	NR2F2 inh	NR5A2 inv ag	NCOA3 inh
Cc1sc(NC(=O)C2CCCC2)c(C#N)c1C	14	1	2	3	-6	-6	-12	-43	0	-1	-2
Cc1nn(Cc2ccc(F)cc2)c2sc(C(=O)Nc3nccs3)cc12	-14	3	8	4	22	-3	-3	0	-8	1	13
COc1ccc(NC(=O)Cc2c[nH]c3ccccc23)cc1S(=O)(=O)N1CCCCC1	5	0	5	-12	-11	11	-8	-17	19	1	-3
CC12CC3OC3CC1CCC1C2CCC2(C)C1CCC21OCCO1 (stereo unspecified)	0	-6	-2	9	-5	6	0	-14	-4	-16	-4
CC(c1ccco1)N(C(=O)C12CC3(C)CC(C)(CC(C)(C3)C1)C2)c1ccccn1 (stereo unspecified)	-5	5	6	-11	6	20	-24	2	-1	-4	1
Cc1cc(F)ccc1NCc1ccncc1	-5	1	-7	-18	24	-8	-1	-15	-4	1	5
CC1=NCCN1CCNC(=O)Nc1ccc(F)cc1	-20	4	10	8	7	12	2	-6	-12	1	19
CC1CCCCC1NC(=O)C1CCN(S(=O)(=O)N2CCOCC2)CC1 (stereo unspecified)	0	8	-11	-3	5	0	1	1	-11	-10	21
Cc1ccc(C(CC(=O)O)Nc2nc(N3CCOCC3)nc(N3CCOCC3)n2)cc1 (stereo unspecified)	6	-8	-5	-9	-5	15	4	-5	-1	-5	-7
CCN(C(=O)COC(=O)Cn1c(C)csc1=O)c1c(N)n(Cc2ccccc2)c(=O)[nH]c1=O	11	-15	0	-3	-8	-6	-6	-46	19	-9	-17
C=C(C)c1ccc(C(C)(C)NC(=O)N(Cc2ccccc2)Cc2ccco2)cc1	-23	4	9	4	6	29	3	-2	5	10	15
O=C(COC(=O)c1ccc(Br)o1)NCc1ccc(Cl)cc1	-10	-7	-19	7	6	8	1	-23	-5	-1	1
CCOC(=O)c1c(N)sc2c1CCN(CCc1ccccc1)C2	3	12	17	4	-9	-2	8	-29	-3	-4	-5
CC(=O)N1c2ccc(S(=O)(=O)N3CCCC(C(=O)Nc4ccc(F)cc4)C3)cc2CC1C (stereo unspecified)	-14	-3	-3	27	30	26	3	7	46*	22	10
Cn1c(SCC(=O)Nc2cccc(Br)c2)nnc1-c1cc2ccccc2o1	-18	-10	-14	-30	20	-5	5	-3	-9	-9	-11
COc1ccccc1CNC(=O)c1n[nH]c2ccccc12	11	-7	34	-26	-6	-3	-13	-24	-6	-22	-15
O=S(=O)(NC1CCCCC1N1CCC(O)CC1)c1ccccc1 (stereo unspecified)	8	4	4	6	3	10	3	14	0	-1	-4
Cc1nc(SC(C)C(=O)NC2CCCC2)c2ccccc2n1 (stereo unspecified)	4	16	11	5	-7	9	8	6	-9	2	16
CC1=C(C(=O)Nc2ccccc2C)C(c2ccc(C)o2)n2c(s/c(=C/c3ccccc3)c2=O)=N1 (stereo unspecified)	9	3	-12	-1	2	.	-1	-9	10	-5	15
O=C(Nc1ccc(NC(=O)c2cccs2)cc1)c1ccccc1	-4	1	0	-23	10	-79	-4	-67	-11	-61	-54

# Overlap with the part before: four entries; new compounds follow.
smiles	KKLEB tox	C8 TRAIL sens	TWEAK-Fn14 inh	TROY signal inh	CF NFkB block	Shn3 inh set2	EBV LMP1 NFkB	NCOA1 inh	NR2F2 inh	NR5A2 inv ag	NCOA3 inh
O=S(=O)(NC1CCCCC1N1CCC(O)CC1)c1ccccc1 (stereo unspecified)	8	4	4	6	3	10	3	14	0	-1	-4
Cc1nc(SC(C)C(=O)NC2CCCC2)c2ccccc2n1 (stereo unspecified)	4	16	11	5	-7	9	8	6	-9	2	16
CC1=C(C(=O)Nc2ccccc2C)C(c2ccc(C)o2)n2c(s/c(=C/c3ccccc3)c2=O)=N1 (stereo unspecified)	9	3	-12	-1	2	.	-1	-9	10	-5	15
O=C(Nc1ccc(NC(=O)c2cccs2)cc1)c1ccccc1	-4	1	0	-23	10	-79	-4	-67	-11	-61	-54
O=C(O)C1=C[C@@H](C2CC2)C[C@@H](OCCCCO)O1	-14	3	22	-9	10	15	0	7	9	-11	-3
COc1ccc(NC(=O)CN2CCN(C(=O)C3CCCO3)CC2)c(OC)c1 (stereo unspecified)	13	-13	0	-8	-49	-4	-2	-13	10	-15	-8
Cc1ccc(S(=O)(=O)N2C[C@H]3[C@H]4C(=O)N(Cc5ccccc5)C(=O)[C@H]4CC(=O)[C@H]3[C@@H]2c2ccccc2)cc1	-7	4	16	12	-7	-5	.	-20	-2	7	11
Cc1ccc(OCCCC(=O)Nc2ccc(S(N)(=O)=O)cc2)cc1	-3	-9	2	11	18	13	10	8	4	-12	-3
CCN(CC)C(=O)Cn1cnc([N+](=O)[O-])n1	3	17	6	9	-28	-2	-1	-19	7	-17	10
COc1cccc(NC(=O)CN(C)C(=O)CCSc2ccc(C)cc2)c1	10	4	-10	-1	0	3	-5	-3	11	-4	3
CC(C)N1CCNCC1	-10	-10	-1	1	21	8	-1	11	-4	20	2
Cc1ccc(CSc2ccc(S(=O)(=O)N3CCCC3)cn2)cc1	-7	-7	0	20	32	13	2	-10	9	23	13
COc1cc(NC(=O)Cn2c(=O)n(-c3cccc(C)c3)c(=O)c3c(C)c(C)sc32)cc(OC)c1	-35	4	-27	2	33	22	6	-5	4	-7	1
CCOC(=O)c1cnc2c(Cl)cccc2c1NCCN1CCOCC1	0	-5	-12	-1	7	12	4	-2	-9	-18	18
Cn1c(CN2CCOCC2)nc2cc(NC(=O)COc3ccc([N+](=O)[O-])cc3)ccc21	-9	4	15	6	7	1	5	6	13	2	22
O=[N+]([O-])c1ccc(Cl)c(C2Nc3cccc4cccc(c34)N2)c1	-2	-15	-3	-3	-22	-3	-5	-26	41*	15	17
Cc1ccc(NC(=O)c2ccc(C(C)(C)C)cc2)cc1[N+](=O)[O-]	3	10	5	-26	-3	-41	-32	-79	-35	-66	-53
CN(CC(=O)Nc1cccc(F)c1)C(=O)CCCN1C(=O)c2cccc3cccc(c23)C1=O	-1	-2	-6	-18	-1	-78	-2	-13	3	-28	-17
CCCCP(=O)(CCCC)Cc1ccccc1O	5	0	9	-8	4	-4	2	-22	23	-8	8
CC1=C(C(=O)NC2CCCc3c2cnn3-c2ccc(F)cc2F)OCCO1 (stereo unspecified)	5	10	0	12	-12	65	10	-2	47*	35	28
OCCN(Cc1ccccc1)Cc1cccc(F)c1	-4	-10	4	-9	-21	9	-5	-21	3	0	16
CO/N=C/C(c1ncc(C(F)(F)F)cc1Cl)S(=O)(=O)c1ccccc1 (stereo unspecified)	18	-2	5	-8	-4	-9	-5	-20	-4	-20	-22
COC(=O)CCC(=O)N1CN2CN(C(=O)CCC(=O)OC)CC([N+](=O)[O-])(C2)C1	0	-13	-1	-2	8	-9	-6	-2	-19	1	1
Cc1cc(C)c2nc(N3CCN(C(=O)c4ccco4)CC3)sc2c1	1	-1	-59	-39	-18	-47	-36	-44	-18	-64	-27
COc1ccc(-c2noc(CN(C(=O)C(C)(C)C)C(C)C)n2)cc1	-1	4	-22	-62	3	-12	-12	-58	-9	-60	-48
OC1CCN(C(c2ccc3ncccc3c2)c2nnnn2C2CCCCC2)CC1 (stereo unspecified)	-4	12	-12	-59	-10	-14	3	-7	-1	-18	25

# The list is partial, so the mix of outcomes need not match the whole.
